Compound activity deposited in PubChem by The Scripps Research Institute Molecular Screening Center.
M4 antag: CHRM4 antagonism in calcium assay; 360,000 compounds, 0.73% hits; CHO-hM4 cells, ACh EC80, Fluo-8 calcium fluorescence; AID 624125; inhibition, % at 3 µM;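 active means inhibition above its plate's cutoff, the mean inhibition of sample wells plus 3 SD, cut at about 27% in these data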;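 further: 0% = acetylcholine EC80 with DMSO and 100% = DMSO without agonist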
Target sequence (P08173 whole entry, looked up): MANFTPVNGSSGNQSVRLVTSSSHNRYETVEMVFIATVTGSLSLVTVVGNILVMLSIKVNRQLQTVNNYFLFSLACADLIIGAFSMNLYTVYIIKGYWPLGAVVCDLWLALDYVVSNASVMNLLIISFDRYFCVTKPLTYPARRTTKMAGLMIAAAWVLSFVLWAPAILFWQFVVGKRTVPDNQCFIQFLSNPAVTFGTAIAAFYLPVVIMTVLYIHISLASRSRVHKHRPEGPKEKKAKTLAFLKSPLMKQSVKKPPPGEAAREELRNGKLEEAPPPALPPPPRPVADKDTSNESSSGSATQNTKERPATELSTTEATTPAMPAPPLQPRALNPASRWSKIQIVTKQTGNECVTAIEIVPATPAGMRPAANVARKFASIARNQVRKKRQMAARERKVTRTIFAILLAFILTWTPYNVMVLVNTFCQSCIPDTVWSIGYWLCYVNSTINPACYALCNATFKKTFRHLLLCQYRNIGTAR
OXTR potentiator: potentiates the human oxytocin receptor response | CHO-OTR cells, Fluo-8 calcium fluorescence, potentiator mode; 0% = oxytocin EC15, 100% = EC100 | activation, % at 3 µM | 320,000 compounds, 0.061% hits | AID 2445;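 active means activation above that plate's cutoff, the mean activation of tested compounds plus 3 SD, cut at about 6.6% in these data, passing the limit was not always enough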;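 further: 100% uses oxytocin at 75 nM as the full agonist control; some results filed as inactive read as strong as hits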
Target sequence (P30559 whole entry, looked up): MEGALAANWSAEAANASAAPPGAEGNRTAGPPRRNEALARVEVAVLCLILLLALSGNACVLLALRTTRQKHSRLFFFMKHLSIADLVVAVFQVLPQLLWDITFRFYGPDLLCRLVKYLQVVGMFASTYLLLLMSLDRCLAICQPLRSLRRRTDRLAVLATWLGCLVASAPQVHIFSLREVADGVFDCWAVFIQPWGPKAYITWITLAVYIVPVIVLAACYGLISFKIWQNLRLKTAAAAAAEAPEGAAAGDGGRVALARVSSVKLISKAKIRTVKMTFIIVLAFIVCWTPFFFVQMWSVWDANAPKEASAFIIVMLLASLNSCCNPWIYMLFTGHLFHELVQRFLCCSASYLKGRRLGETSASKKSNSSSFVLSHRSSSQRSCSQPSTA
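Assay system: CHO cell line stably expressing human OTR | Also added: Oxytocin at about EC15, sub-maximal agonist stimulus | Times: Compound 6 min at room temperature before oxytocin, 100 s read | Measured by: Fluo-8 intracellular calcium fluorescence, ex 470-495, em 515-575 nm | Controls: EC15 oxytocin alone as 0%, 75 nM oxytocin as 100%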
M1 ag: activates human CHRM1 receptor; 360,000 compounds, 0.33% hits; activation, % at 3 µM; P11229; CHO-K1 hM1, Fluo-8 calcium fluorescence, agonist mode; 0% DMSO, 100% acetylcholine EC100;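 active means activation above the run's mean compound activation plus 3 SD, cut at about 16% in these data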;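 further: peak over basal fluorescence ratio within a 140 s kinetic read after compound addition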
CHRM1 antagonist: blocks human M1 muscarinic receptor; 360,000 compounds, 1.3% hits; P11229; CHO-K1 hM1, Fluo-8 calcium fluorescence, ACh EC80 antagonist; inhibition, % at 3 µM; AID 588852;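 active means percent inhibition above its own plate's cutoff, namely the mean of that plate's compound wells plus 3 SD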;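 further: peak over basal fluorescence ratio during 140 s after agonist addition; 0% = ACh EC80 plus DMSO and 100% = DMSO alone without agonist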
M1 ag parental: nonselective activator or artifact in parental CHO-K1 cells. Fluo-8 calcium fluorescence; scaled to maximal ATP response, vehicle zero. activation, % at 3 µM. 360,000 compounds, 0.48% hits; in the data active means activation above about 15%;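 further: untransfected CHO-K1 host cells lacking M1 receptor as counterscreen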
CHO-K1 Ca antag: nonselective inhibitor or artifact in parental CHO-K1 cells; ATP-induced calcium, Fluo-8 fluorescence; inhibition, % at 3 µM; 360,000 compounds, 0.6% hits; AID 602250;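 active means inhibition above a per-plate cutoff, the plate's mean sample inhibition plus 3 SD, cut at about 24% in these data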;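 further: 0% = DMSO plus EC80 ATP and 100% = DMSO alone without ATP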
CHO parental Ca: counter-screen: ATP calcium response change in parental CHO cells | parental CHO-K1, ATP-induced calcium, Fluo-8 fluorescence | inhibition, % at 5.6 µM | 330,000 compounds, 0.63% hits | AID 463079;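 active means inhibition above that plate's mean sample inhibition plus 3 SD, cut at about 26% in these data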;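 further: 0% = ATP-challenged DMSO wells and 100% = DMSO wells without ATP; some compounds past the cut are filed as inactive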
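Material: parental CHO cells / Compound: single nominal dose of 5.6 µM per compound / Signal: Fluo-8 fluorescence / Replicates: singlicate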
CHRM4 agonist: CHRM4 agonism in calcium assay | 360,000 compounds, 0.14% hits | activation, % at 3 µM | CHO-K1 hM4/Gqi5, Fluo-8 calcium fluorescence; vehicle 0%, full acetylcholine response 100% | AID 624127 | P08173;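 active means activation above the run mean over all test wells plus 3 SD, cut at about 32% in these data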;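 further: peak over basal fluorescence ratio per well then scaled between controls; 0% = DMSO wells and 100% = acetylcholine at EC100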
M1 PAM: human CHRM1 positive allosteric modulation. CHO-K1 hM1, Fluo-8 calcium fluorescence, ACh EC20; 0% = ACh EC20, 100% = maximal ACh. activation, % at 3 µM. AID 588819. 360,000 compounds, 0.088% hits; in the data active means activation above about 19%, passing the limit was not always enough
Starred values were filed as active, the others as inactive; / = not tested or not shown.

1	Cc1cc(C)c(S(=O)(=O)c2ccccc2)c(Cl)n1
2	Cc1ccc(O)c(-c2cc(C(=O)NCc3ccccc3)[nH]n2)c1
3	Cc1ccccc1N=C(NO)c1cccnc1
4	Cc1ccc(S(=O)(=O)N2CCN(c3ccccn3)CC2)cc1
5	CN(C)c1ccc(CNc2nc3ccccc3n2C)cc1
6	CCNC(=O)C1CCCN(C(=O)c2ccc(OC(F)F)cc2)CC1 (stereo not given)
Assay by compound	1	2	3	4	5	6
M4 antag	-6	-2	-5	-4	9	9
OXTR potentiator	-9	-3	-11	-5	/	/
M1 ag	-4	-5	0	-4	-3	-1
CHRM1 antagonist	4	-2	-11	-6	-2	-12
M1 ag parental	0.1	3.6	0.7	1.0	0.4	0.4
CHO-K1 Ca antag	-11	-5	-6	-6	-10	-18
CHO parental Ca	-1	-15	0	-8	/	/
CHRM4 agonist	0	3	1	1	0	0
M1 PAM	-3	1	5	6	3	3

7	COc1ccc(C(=O)N/N=C(/C)c2ccc(N3CCCCC3)cc2)cc1
8	CCNCC(O)COCC(O)CNCC (stereo not given)
9	COC(=O)c1ccc(CNC(=O)COC(=O)CCC2CCCC2)cc1
10	S=C(Nc1ccccc1Cl)NC1CCCCCC1
11	COc1cc2c(cc1OC)CN(C(=O)c1ccc(OC)c(S(=O)(=O)N3CCOCC3)c1)CC2
12	CC(=O)c1c(C)[nH]c(C(=O)Nc2cccc(S(=O)(=O)N3CCOCC3)c2)c1C
Assay by compound	7	8	9	10	11	12
M4 antag	-5	1	2	2	0	-8
OXTR potentiator	-1	-13	-4	-5	-1	-5
M1 ag	-10	-3	-6	-6	-5	-5
CHRM1 antagonist	-7	-14	-4	0	3	-3
M1 ag parental	0.0	0.7	0.3	2.9	0.1	0.9
CHO-K1 Ca antag	-3	-3	-7	-13	-4	-7
CHO parental Ca	-2	0	-11	-8	-12	-3
CHRM4 agonist	0	1	0	-1	0	2
M1 PAM	0	9	-1	5	-2	6

13	Cc1ccc(-c2nn(C)c(=O)c3ccccc23)cc1CNC(=O)CN1CCOCC1
14	CCOC(=O)CN1CC23C=CC(O2)C(C(=O)Nc2ccc(OC)cc2OC)C3C1=O (stereo not given)
15	Cc1[nH]c2ccccc2c1/C=N\NC(=O)CNc1ccc2c(c1)OCO2
16	Cc1ccc(N2C(=O)CC3(CC4C=CC3C4)C2=O)cc1 (stereo not given)
17	COc1ccc(N2C(=O)c3ccccc3NC2c2cccnc2)cc1 (stereo not given)
18	COc1cc(/C=C/CN2CCN(CCC(C)C)C(CCO)C2)ccc1O (stereo not given)
Assay by compound	13	14	15	16	17	18
M4 antag	0	-6	5	3	-2	2
OXTR potentiator	-5	-2	-6	10	-5	-1
M1 ag	3	0	-6	-3	4	-5
CHRM1 antagonist	-2	-16	12	-5	-4	-5
M1 ag parental	0.9	0.0	0.5	0.8	0.8	0.2
CHO-K1 Ca antag	5	-2	15	-11	-11	-6
CHO parental Ca	-14	2	4	-22	-1	-14
CHRM4 agonist	2	0	1	0	2	1
M1 PAM	6	12	-3	9	6	6

19	O=C(Nc1nnc(C2CC2)s1)C1=NN(C2CCS(=O)(=O)C2)C(=O)CC1 (stereo not given)
20	O=C(NCc1ccccc1)c1cc(C2CCCN(C(=O)c3ccc4c(c3)CCO4)C2)on1 (stereo not given)
21	N#CN=C1CCCCCN1CC(N)=O
22	CCN(CC)C(=O)C(=O)c1c(-c2ccccc2)[nH]c2ccccc12
23	COc1ccc(/C=C/C(=O)OCC(=O)c2c(N)n(C)c(=O)n(C)c2=O)c(OC)c1
24	Cc1ccc(OCCC(=O)OCC(=O)Nc2cc(C)cc(C)c2)cc1
Assay by compound	19	20	21	22	23	24
M4 antag	-6	-12	0	-2	-4	3
OXTR potentiator	-9	/	-1	-8	-1	4
M1 ag	-2	-2	-3	-4	2	-2
CHRM1 antagonist	-4	-11	2	-9	-13	9
M1 ag parental	0.2	3.0	0.6	0.2	0.8	-0.1
CHO-K1 Ca antag	-4	-11	-3	1	-17	3
CHO parental Ca	-8	/	5	-10	-9	2
CHRM4 agonist	1	3	0	3	1	2
M1 PAM	4	3	6	10	11	3

25	COc1ccc(C2/C(=C(/O)c3ccc4c(c3)CC(C)O4)C(=O)C(=O)N2CCCn2ccnc2)cc1OC (stereo not given)
26	Cc1csc(SCC(=O)Nc2ccccn2)n1
27	CN1CCN(C(=O)c2cccc3c(-c4ccc(F)c(F)c4)coc23)CC1
28	CC(C)(C)NC(=O)c1cc(Cl)ccc1[N+](=O)[O-]
29	S=C(NCc1cccnc1)c1ccccc1
30	COc1ccccc1CNC(=O)c1ccc(CNc2c(N3CCCC3)c(=O)c2=O)cc1
Assay by compound	25	26	27	28	29	30
M4 antag	6	-2	-6	-3	11	-12
OXTR potentiator	/	-3	/	-1	-13	-1
M1 ag	-1	-2	-4	-6	-7	0
CHRM1 antagonist	14	-19	-14	-3	-2	9
M1 ag parental	5.9	0.3	0.9	0.2	1.6	-0.3
CHO-K1 Ca antag	-4	0	-16	-5	-7	9
CHO parental Ca	/	-14	/	3	-4	-8
CHRM4 agonist	19	0	3	1	0	0
M1 PAM	-4	-1	4	4	0	0

2 records drawn at random from those above, as already listed:
16	Cc1ccc(N2C(=O)CC3(CC4C=CC3C4)C2=O)cc1 (stereo not given)
22	CCN(CC)C(=O)C(=O)c1c(-c2ccccc2)[nH]c2ccccc12
Assay by compound	16	22
M4 antag	3	-2
OXTR potentiator	10	-8
M1 ag	-3	-4
CHRM1 antagonist	-5	-9
M1 ag parental	0.8	0.2
CHO-K1 Ca antag	-11	1
CHO parental Ca	-22	-10
CHRM4 agonist	0	3
M1 PAM	9	10

Other compounds:
31	OCCC1CN(Cc2c(O)ccc3ccccc23)CCN1CCc1ccccc1 (stereo not given)
32	O=C(CCC(=O)N/N=C/c1ccccc1O)NCc1ccccc1
33	COC(=O)CCCCC1=CCC2C(=O)C=C(O)C2C1 (stereo not given)
34	CC(NC(=O)c1ccccc1Cl)C(=O)N1CCN(Cc2ccc3c(c2)OCO3)CC1 (stereo not given)
35	Cc1ccc(S(=O)(=O)N(Cc2ccccc2)Cc2ccco2)cc1
36	COc1ccccc1Nc1nc2nonc2nc1N1CCCCC1C (stereo not given)
Assay by compound	31	32	33	34	35	36
M4 antag	9	-10	7	5	19	1
OXTR potentiator	-7	7	/	4	-21	-2
M1 ag	-5	-7	-6	-4	-5	-11
CHRM1 antagonist	9	-10	5	-12	1	-7
M1 ag parental	1.5	-0.4	0.3	0.3	-0.1	0.9
CHO-K1 Ca antag	-28	3	-3	-8	1	-3
CHO parental Ca	-13	-5	/	-3	19	-11
CHRM4 agonist	2	-1	0	0	-2	0
M1 PAM	-8	5	-3	8	-1	6

37	O=C(Nc1ccc(OC(F)F)c(Cl)c1)[C@@H]1CCCN1C(=O)c1cccs1
38	O=C(COC(=O)COc1ccccc1[N+](=O)[O-])NCc1ccc2c(c1)OCO2
39	COc1ccc(-n2c(SCC(=O)/C(C#N)=C(\C)N)nc3ccccc3c2=O)cc1OC
40	CCSc1ccc([C@@H]2[C@@H]3C(=O)N(C)C(=O)[C@@H]3[C@]3(C(=O)OC)CCCCN23)cc1OC
41	COc1ccc2c(CC(=O)NNC(=O)c3ccc(O)cc3)coc2c1
42	COc1ccc(S(=O)(=O)N2CCCCCC2)cc1C(=O)N(C)CC(=O)Nc1ccccc1Br
Assay by compound	37	38	39	40	41	42
M4 antag	4	-4	-7	1	4	3
OXTR potentiator	-2	-4	-2	-6	-3	-6
M1 ag	-3	-2	-3	-3	-2	-5
CHRM1 antagonist	-13	6	-18	2	5	-9
M1 ag parental	0.3	-0.2	0.1	0.5	0.3	3.9
CHO-K1 Ca antag	2	-6	-8	-5	-9	0
CHO parental Ca	-11	-12	-18	5	-6	-34
CHRM4 agonist	0	1	1	1	0	9
M1 PAM	8	-4	11	0	5	4

43	COc1ccc(CCNC(=O)c2nnc(Cc3ccc(Cl)cc3)o2)cc1OC
44	N#CC1C(=O)NC(c2ccccc2)=CC1c1ccccc1 (stereo not given)
45	COC(=O)c1ccc(COc2cccc3c2OC(C)(C)C3)cc1
46	COC(=O)c1ccc(Nc2nc(N3CCOCC3)nc(N3CCOCC3)n2)cc1
47	Cc1ccc(CSCc2ccc(C(=O)NCC3CCCO3)o2)cc1 (stereo not given)
48	CCOc1ccc2nc(NC(=O)C34CC5CC(CC(NC(C)=O)(C5)C3)C4)sc2c1
Assay by compound	43	44	45	46	47	48
M4 antag	-20	10	3	-11	-1	1
OXTR potentiator	-6	/	-5	-3	-5	/
M1 ag	-3	-7	-4	-3	-1	1
CHRM1 antagonist	-14	7	2	-10	5	12
M1 ag parental	4.0	0.7	-0.2	2.3	0.1	1.1
CHO-K1 Ca antag	-6	-8	-16	-13	-5	-7
CHO parental Ca	-22	/	-11	-13	-22	/
CHRM4 agonist	18	1	1	1	0	4
M1 PAM	5	-8	0	4	-3	0

49	Cc1c(C(=O)N2CCOCC2)[nH]c2ccc(OCc3ccccc3)cc12
50	O=C(Nc1ccccc1)C1CCN(C(=O)c2ccccc2)CC1
51	COc1cc(C(=O)OCC(=O)Nc2nnc(-c3ccccc3)o2)cc(OC)c1OC
52	O=C(CN1CCCC1c1cccs1)N1CCN(S(=O)(=O)c2cccc(F)c2)CC1 (stereo not given)
53	Cc1ccc(-n2cc(CNCCCN3CCCC3=O)c(-c3ccc(F)cc3)n2)cc1
54	CCOC(=O)[C@H]1[C@H]2COc3ccc(Br)cc3[C@@H]2N2C(=O)CN(Cc3ccc(OC)cc3)C(=O)[C@@]12C
Assay by compound	49	50	51	52	53	54
M4 antag	25	-5	5	3	-12	-9
OXTR potentiator	-4	-6	-5	-5	-12	-7
M1 ag	-1	-1	0	-8	-9	-2
CHRM1 antagonist	0	-20	-3	1	-2	2
M1 ag parental	1.2	0.1	0.0	0.8	1.6	1.1
CHO-K1 Ca antag	-7	3	6	-4	-4	-14
CHO parental Ca	-3	-5	7	-17	-25	-13
CHRM4 agonist	10	1	1	1	0	17
M1 PAM	0	-2	5	-3	9	12

55	CN1C(=O)C(C)(C)c2cc(S(=O)(=O)N3CCCC(C(=O)NCc4ccc(Cl)cc4)C3)ccc21 (stereo not given)
56	COc1ccc([C@@H]2C[C@@H](c3ccccc3)Oc3cc(OC)cc(OC)c32)cc1
57	NC(=O)c1ccccc1N/C=C/C(=O)c1ccc(F)cc1
58	CS(=O)(=O)Nc1nc2n(n1)C(c1ccccc1)C=C(c1ccc(Br)cc1)N2 (stereo not given)
59	CC(C)OCCCNC(=O)c1ccccc1Oc1ccccc1
60	CC1(C)NC(=O)N(CC(=O)OCC(=O)c2ccc(Br)s2)C1=O
Assay by compound	55	56	57	58	59	60
M4 antag	-7	2	-19	12	-8	-14
OXTR potentiator	-9	/	/	-17	0	-1
M1 ag	-2	-2	-5	7	-6	-1
CHRM1 antagonist	15	-3	-30	6	-6	-23
M1 ag parental	4.0	0.2	-0.2	9.0	0.6	1.1
CHO-K1 Ca antag	13	-8	-14	3	-24	-7
CHO parental Ca	-13	/	/	16	-13	-13
CHRM4 agonist	13	3	2	12	2	2
M1 PAM	3	1	6	1	2	11

Random draw from the library; about 2.9% have a hit in one of these screens.
